Screens as filed in PubChem.
TcdB inh = blocks C. difficile toxin B glycohydrolase activity. actives 0.24% (n = 350,000). inhibition, % at 9.99 µM. AID 652162. TcdB glycohydrolase enzymatic assay, plate reader. P18177; in the data active = inhibition above about 10%
Mtb BioA inh = blocks M. tuberculosis BioA enzyme activity; purified M. tuberculosis BioA enzyme, plate reader; inhibition, % at 9.99 µM; actives 0.096% (n = 360,000); AID 602481; in the data active = inhibition above about 40%
The depositor's hits bear a star. Not all compounds are listed; count on the stated rates, not on these rows.

C[C@@H]1CN([C@H](C)CO)C(=O)c2cc(-c3ccncc3)cnc2O[C@H]1CN(C)C was read as TcdB inh -0.7 and Mtb BioA inh 0.4.
Screening C[C@H]1CN([C@@H](C)CO)C(=O)Cc2cc(N(C)C)ccc2O[C@H]1CN(C)CC1CC1 returned TcdB inh -6.9 and Mtb BioA inh -2.2.
C[C@@H]1CN([C@H](C)CO)C(=O)c2cc(NC(=O)Nc3ccc(C(F)(F)F)cc3)ccc2O[C@H]1CN(C)C(=O)Nc1ccccc1 was read as TcdB inh -0.1 and Mtb BioA inh 2.3.
C[C@@H]1CN([C@@H](C)CO)C(=O)c2cc(NS(=O)(=O)c3ccc(Cl)cc3)ccc2O[C@@H]1CN(C)C(=O)Nc1ccc2c(c1)OCO2 was read as TcdB inh 0.1 and Mtb BioA inh 2.4.
COc1ccc(NC(=O)Nc2ccc3c(c2)C(=O)N([C@H](C)CO)C[C@@H](C)[C@@H](CN(C)C(=O)NC(C)C)OCCCC[C@H](C)O3)cc1 was read as TcdB inh -3.8 and Mtb BioA inh 1.1.
`OC[C@@H]1[C@@H](c2ccc(Br)cc2)[C@H]2CN(Cc3ccccn3)CCCCN12` gave TcdB inh -0.2 and Mtb BioA inh -1.7.
`CC(C)CC#Cc1cnc2c(c1)C(=O)N([C@H](C)CO)C[C@@H](C)[C@H](CN(C)Cc1ccccc1)O2` gave TcdB inh 2.4 and Mtb BioA inh 0.4.
For C[C@H]1CN([C@@H](C)CO)C(=O)c2cc(NC(=O)CCCN(C)C)ccc2O[C@@H]1CN(C)C(=O)Nc1ccccc1 the results were TcdB inh -0.4 and Mtb BioA inh -1.1.
`CC(=O)N[C@@H]1C=C[C@H](CC(=O)NCc2ccc(Cl)cc2)O[C@@H]1CO` gave TcdB inh 0.7 and Mtb BioA inh 0.8.
`COCC(=O)N(C)C[C@@H]1Oc2cc(C#C[C@@H](C)O)ccc2S(=O)(=O)N([C@H](C)CO)C[C@H]1C` gave TcdB inh 0.2 and Mtb BioA inh -0.6.
For O=C(C[C@@H]1C[C@H]2c3cc(NC(=O)Cc4ccncc4)ccc3O[C@H]2[C@@H](CO)O1)NCc1ccccn1 the results were TcdB inh -1.1 and Mtb BioA inh 0.9.
For CN1C(=O)c2cc(NC(=O)c3cc(F)cc(F)c3)ccc2OC[C@@H]2O[C@H](CC(=O)O)CC[C@@H]21 the results were TcdB inh 0.5 and Mtb BioA inh 1.1.
Screening Cc1noc(C)c1NC(=O)Nc1cccc2c1O[C@H](CN(C)CC1CCCCC1)[C@H](C)CN([C@@H](C)CO)C2=O returned TcdB inh -0.2 and Mtb BioA inh 3.6.
Screening Cc1noc(C)c1NC(=O)Nc1ccc2c(c1)CC(=O)N([C@H](C)CO)C[C@@H](C)[C@H](CN(C)C(=O)Nc1ccc3c(c1)OCO3)O2 returned TcdB inh 0.1 and Mtb BioA inh 0.2.
`CO[C@@H]1CN(C)C(=O)c2ccc(NC(=O)C3CCCC3)cc2OC[C@H](C)N(C(=O)CC2CC2)C[C@@H]1C` gave TcdB inh -1.1 and Mtb BioA inh -0.4.
`COc1ccccc1S(=O)(=O)N(C)C[C@@H]1OCc2ccccc2-c2c(n(C)c3ccccc23)C(=O)N([C@H](C)CO)C[C@@H]1C` gave TcdB inh 0.7 and Mtb BioA inh 1.3.
For CN(C)C(=O)c1cccc(-c2ccc3c(c2)[C@@H]2[C@@H](CCN2C(=O)c2ccncc2)[C@H](CO)N3C)c1 the results were TcdB inh 0.7 and Mtb BioA inh 2.1.
`COC(=O)C[C@@H]1CC[C@H]2[C@@H](COc3ccc(NC(=O)NC(C)C)cc3C(=O)N2C)O1` gave TcdB inh -1.1 and Mtb BioA inh -1.7.
For C[C@H](CO)N1C[C@H](C)[C@@H](CN(C)C(=O)Cc2ccccn2)Oc2ncc(C#CC3CCCC3)cc2C1=O the results were TcdB inh 0.5 and Mtb BioA inh -0.5.
Screening C[C@H]1CN([C@@H](C)CO)C(=O)c2cc(C#CC3(O)CCCC3)cnc2O[C@@H]1CN(C)C(=O)Cc1ccncc1 returned TcdB inh -0.5 and Mtb BioA inh -2.4.
`CCCC#Cc1ccc2c(c1)O[C@H](CN(C)C(C)=O)[C@H](C)CN([C@H](C)CO)S2(=O)=O` gave TcdB inh 0.0 and Mtb BioA inh -1.8.
C[C@H]1CCCCO[C@H](CN(C)S(=O)(=O)c2cccs2)[C@@H](C)CN([C@@H](C)CO)C(=O)c2cc(NS(=O)(=O)c3ccc(Cl)cc3)ccc2O1 was read as TcdB inh 0.4 and Mtb BioA inh -3.1.
`Cc1noc(C)c1S(=O)(=O)Nc1cccc2c1O[C@H](CN(C)Cc1ccc(Oc3ccccc3)cc1)[C@H](C)CN([C@@H](C)CO)C2=O` gave TcdB inh 0.8 and Mtb BioA inh -0.2.
For O=C(C[C@@H]1C[C@H]2c3cc(NS(=O)(=O)c4ccc(F)cc4)ccc3O[C@H]2[C@@H](CO)O1)NCc1cc(F)ccc1F the results were TcdB inh 0.0 and Mtb BioA inh -1.2.
`Cc1ccc(S(=O)(=O)Nc2ccc3c(c2)CC(=O)N([C@@H](C)CO)C[C@H](C)[C@@H](CN(C)S(=O)(=O)c2cn(C)cn2)O3)cc1` gave TcdB inh 0.4 and Mtb BioA inh 5.6.
Screening CN1[C@@H]2c3ccc(C4=CCCC4)c(=O)n3C[C@H]1[C@H](CO)[C@H]2C(=O)NC1Cc2ccccc2C1 returned TcdB inh 0.5 and Mtb BioA inh -0.3.
`C[C@@H]1CN([C@H](C)CO)C(=O)c2cccc(NS(C)(=O)=O)c2O[C@@H]1CN(C)CC1CC1` gave TcdB inh -13 and Mtb BioA inh -6.4.
For C[C@H]1CN([C@@H](C)CO)C(=O)c2cc(C#CCc3ccccc3)cnc2O[C@@H]1CN(C)C(=O)C1CCCCC1 the results were TcdB inh -0.7 and Mtb BioA inh 0.5.
O=C(Nc1ccc2c(c1)[C@@H]1C[C@@H](CC(=O)N3CCc4ccccc4C3)O[C@@H](CO)[C@@H]1O2)NC1CCCC1 was read as TcdB inh -0.4 and Mtb BioA inh 2.7.
For O=C(C1CCCC1)N1CCCCN2[C@H](C1)[C@H](c1ccc(C#CC3CC3)cc1)[C@@H]2CO the results were TcdB inh -0.4 and Mtb BioA inh 3.2.

A draw from above in order of formula weight, descending.
Screening Cc1noc(C)c1NC(=O)Nc1cccc2c1O[C@H](CN(C)CC1CCCCC1)[C@H](C)CN([C@@H](C)CO)C2=O returned TcdB inh -0.2 and Mtb BioA inh 3.6.
O=C(Nc1ccc2c(c1)[C@@H]1C[C@@H](CC(=O)N3CCc4ccccc4C3)O[C@@H](CO)[C@@H]1O2)NC1CCCC1 was read as TcdB inh -0.4 and Mtb BioA inh 2.7.
For C[C@H](CO)N1C[C@H](C)[C@@H](CN(C)C(=O)Cc2ccccn2)Oc2ncc(C#CC3CCCC3)cc2C1=O the results were TcdB inh 0.5 and Mtb BioA inh -0.5.
For O=C(C[C@@H]1C[C@H]2c3cc(NC(=O)Cc4ccncc4)ccc3O[C@H]2[C@@H](CO)O1)NCc1ccccn1 the results were TcdB inh -1.1 and Mtb BioA inh 0.9.
`COCC(=O)N(C)C[C@@H]1Oc2cc(C#C[C@@H](C)O)ccc2S(=O)(=O)N([C@H](C)CO)C[C@H]1C` gave TcdB inh 0.2 and Mtb BioA inh -0.6.
`CC(C)CC#Cc1cnc2c(c1)C(=O)N([C@H](C)CO)C[C@@H](C)[C@H](CN(C)Cc1ccccc1)O2` gave TcdB inh 2.4 and Mtb BioA inh 0.4.
`OC[C@@H]1[C@@H](c2ccc(Br)cc2)[C@H]2CN(Cc3ccccn3)CCCCN12` gave TcdB inh -0.2 and Mtb BioA inh -1.7.

The listing continues:
For CC=Cc1ccc2n(c1=O)C[C@H]1[C@H](CO)[C@@H](C(=O)NCCN3CCCC3)N(C(=O)NCCC)[C@@H]21 (mixture of isomers) the results were TcdB inh 1.2 and Mtb BioA inh -0.9.
For C[C@@H]1CN([C@H](C)CO)S(=O)(=O)c2ccc(-c3cccnc3)cc2O[C@@H]1CN(C)C(=O)CC1CC1 the results were TcdB inh -0.8 and Mtb BioA inh -0.9.
For C[C@H]1CCCCO[C@H](CN(C)S(=O)(=O)c2cccs2)[C@@H](C)CN([C@@H](C)CO)C(=O)c2cc(NS(=O)(=O)c3ccc(F)cc3)ccc2O1 the results were TcdB inh -0.5 and Mtb BioA inh -1.9.
Screening C[C@@H]1CN([C@@H](C)CO)C(=O)c2cc(NC(=O)C3CCCCC3)ccc2O[C@@H]1CN(C)C(=O)Nc1ccccc1 returned TcdB inh -0.3 and Mtb BioA inh 2.6.
Screening Cc1noc(C)c1NC(=O)Nc1ccc2c(c1)C(=O)N([C@H](C)CO)C[C@@H](C)[C@@H](CN(C)CC1CCCCC1)O2 returned TcdB inh -1.5 and Mtb BioA inh -2.0.
For Cc1nn(C)cc1NC(=O)C[C@@H]1CC[C@H]2[C@H](COc3ccc(NC(=O)C4CCOCC4)cc3C(=O)N2C)O1 the results were TcdB inh 2.1 and Mtb BioA inh -0.9.
`C[C@@H]1CN([C@H](C)CO)C(=O)c2cc(NS(=O)(=O)c3ccc(Cl)cc3)ccc2O[C@@H](C)CCCCO[C@@H]1CN(C)S(=O)(=O)c1ccccc1` gave TcdB inh -0.1 and Mtb BioA inh 0.8.
Screening O=C(NCCc1ccccc1)[C@H]1[C@H](CO)[C@H]2Cn3c(cccc3=O)[C@H]2N1Cc1ccccc1 returned TcdB inh 1.8 and Mtb BioA inh 0.3.
For Cc1ccc(S(=O)(=O)NCC[C@@H]2CC[C@H](NC(=O)C3CCOCC3)[C@@H](CO)O2)cc1 the results were TcdB inh -4.0 and Mtb BioA inh 5.8.
C[C@H]1CN([C@@H](C)CO)C(=O)c2c(c3ccccc3n2C)-c2ccccc2CO[C@H]1CN(C)C(=O)[C@H](Cc1ccccc1)N(C)C was read as TcdB inh 0.9 and Mtb BioA inh 0.0.
C[C@H]1CN([C@@H](C)CO)C(=O)c2cccc(NS(=O)(=O)c3ccc(F)cc3)c2O[C@@H]1CN(C)S(=O)(=O)c1cn(C)cn1 was read as TcdB inh -0.5 and Mtb BioA inh 3.9.
For Cc1noc(C)c1NC(=O)Nc1cccc2c1O[C@H](CN(C)C(=O)Nc1cccc3ccccc13)[C@@H](C)CN([C@@H](C)CO)C2=O the results were TcdB inh -1.5 and Mtb BioA inh 7.9.
For C[C@H](CO)N1C[C@H](C)[C@@H](CN(C)CC2CCCCC2)OCCCC[C@H](C)Oc2ccc(NC(=O)Nc3ccc(C(F)(F)F)cc3)cc2C1=O the results were TcdB inh -0.6 and Mtb BioA inh -0.8.
CO[C@H]1CN(C)C(=O)c2ccc(NC(=O)Nc3ccc(C(F)(F)F)cc3)cc2OC[C@H](C)NC[C@H]1C was read as TcdB inh 0.4 and Mtb BioA inh 1.3.
C[C@@H]1CN([C@@H](C)CO)C(=O)c2cccc(NS(=O)(=O)c3cn(C)cn3)c2O[C@H]1CN(C)S(=O)(=O)c1ccc(Cl)cc1 was read as TcdB inh -5.8 and Mtb BioA inh 5.6.
Screening C[C@@H]1CN([C@@H](C)CO)C(=O)c2cccc(NC(=O)Nc3ccc(F)cc3)c2O[C@H]1CN(C)CC1CCCCC1 returned TcdB inh 0.2 and Mtb BioA inh -0.7.
`C[C@@H]1CN([C@@H](C)CO)C(=O)c2cccc(NC(=O)c3ccc(-c4nccs4)cc3)c2O[C@H]1CN(C)C(=O)Nc1cccc2ccccc12` gave TcdB inh -6.1 and Mtb BioA inh -0.4.
Screening C[C@H]1CN([C@@H](C)CO)C(=O)Cc2cc(NC(=O)c3ccncc3)ccc2O[C@H]1CN(C)Cc1ccc2c(c1)OCO2 returned TcdB inh 0.8 and Mtb BioA inh -2.8.
`COc1ccccc1NC(=O)N1C[C@@H](C)[C@H](OC)CN(C)C(=O)c2ccc(NC(=O)c3cnccn3)cc2OC[C@H]1C` gave TcdB inh -0.5 and Mtb BioA inh -0.6.
`C[C@@H]1CN([C@@H](C)CO)C(=O)c2ccccc2-c2ccccc2CO[C@H]1CN(C)S(=O)(=O)c1cccc(C#N)c1` gave TcdB inh -0.3 and Mtb BioA inh 1.0.
For C/C=C/c1ccc([C@H]2[C@@H](CNC(=O)NC(C)C)N(C(=O)C3CC3)[C@H]2CO)cc1 the results were TcdB inh 1.5 and Mtb BioA inh -3.8.
CCCNC(=O)N(C)C[C@@H]1Oc2ncc(C#CC(C)C)cc2C(=O)N([C@H](C)CO)C[C@H]1C was read as TcdB inh -0.8 and Mtb BioA inh -1.3.
For COCC(=O)Nc1ccc2c(c1)[C@H]1C[C@@H](CC(=O)NCC(F)(F)F)O[C@@H](CO)[C@H]1O2 the results were TcdB inh -0.5 and Mtb BioA inh -1.1.
`CO[C@H]1CC[C@@H]2CCN(C)C(=O)[C@@H](C)[C@H](OC)CN(C)C(=O)c3cccc(C#N)c3OC[C@H]1O2` gave TcdB inh -0.2 and Mtb BioA inh 0.1.
For Cc1ccc(S(=O)(=O)Nc2cccc3c2O[C@H](CN(C)C(=O)Nc2ccc4c(c2)OCO4)[C@@H](C)CN([C@H](C)CO)C3=O)cc1 the results were TcdB inh 0.4 and Mtb BioA inh -1.3.
CC=Cc1ccc2n(c1=O)C[C@@H]1[C@@H](CO)[C@H](C(=O)NCC3CC3)[C@H]2N1Cc1ccncc1 (mixture of isomers) was read as TcdB inh 0.1 and Mtb BioA inh -1.8.
Screening CCNC(=O)C[C@@H]1CC[C@H]2[C@@H](COc3ccc(NC(=O)Nc4ccccc4Cl)cc3C(=O)N2C)O1 returned TcdB inh 0.0 and Mtb BioA inh 0.7.
Screening C[C@@H]1CN([C@@H](C)CO)C(=O)c2cc(C#CCC3CCCC3)cnc2O[C@H]1CN(C)C(=O)CN(C)C returned TcdB inh 0.9 and Mtb BioA inh 5.0.
For CCCC(=O)Nc1ccc2c(c1)C(=O)N(C)[C@@H]1CC[C@H](CC(=O)NCCc3ccncc3)O[C@H]1CO2 the results were TcdB inh -1.2 and Mtb BioA inh 0.7.
For C[C@@H]1CCCCO[C@H](CN(C)C(=O)Nc2cccc3ccccc23)[C@H](C)CN([C@@H](C)CO)C(=O)c2cc(NC(=O)Nc3ccc4c(c3)OCO4)ccc2O1 the results were TcdB inh 0.0 and Mtb BioA inh -1.1.
